mHTT CaM bind – mutant huntingtin-calmodulin interaction inhibitors – biochemical, AlphaScreen, primary screen; 190,000 tested, 3.6% active; AID 1671202, 2021; inhibition, % at 15 µM; P42858; AlphaScreen His-mHTT/GST-CaM binding, luminescence;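 also: 0% = both proteins with DMSO and 100% = one protein alone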
Pf apPOL inh – Pf-apPOL inhibitors, biochemical, fluorescence; Plasmodium falciparum apicoplast DNA polymerase (apPOL); Recombinant Pf-apPOL, molecular beacon fluorescence, 1.5 h; inhibition, % at 10 µM; 210,000 tested, 0.25% active; AID 1794808, 2022
* marks the source's active call; other numbers are inactive results; x = not tested or not shown; & = joins results of further samples. Rule as the data show it: active = inhibition above about 50%; inactive = the rest. These rows are one share of the data (hit frequency here may not be typical).

The line under a structure holds: Pf apPOL inh, mHTT CaM bind
O=C(NCc1ccco1)c1ccc(-c2cc(Cl)ccc2Cl)o1
    2, 0
COc1cccc(CNC(=O)c2cccc(C3CCCN(C(=O)Nc4ccccc4)C3)c2)c1 (stereo unspecified)
    -3, 5
O=C(NCc1ccccn1)C(=O)Nc1cccc(Cl)c1Cl
    -3, -8
c1ccc2c(c1)CCC[C@H]2Nc1nc2ccccc2[nH]1
    -15, x
Cc1cc(C)nc(SCC(=O)Nc2ccc(S(=O)(=O)Nc3nccs3)cc2)n1
    0, 1
Cn1c2c(c(=O)[nH]c1=O)C(c1ccc([N+](=O)[O-])o1)C1=C(N2)c2ccccc2C1=O (stereo unspecified)
    -74, 6
Cc1cc(C)c2c(c1)OCN(Cc1ccc3c(c1)OCO3)C2
    -10, 4
Cc1ccc(NC(=O)c2ccc(Cn3cncn3)cc2)cc1F
    -2, -9
CCCC(C)C(=O)Nc1ccc(OCC)cc1 (stereo unspecified)
    4, 100*
Cn1c(SCC(=O)O)nc2c1c(=O)[nH]c(=O)n2C
    -2, -2
COc1ccc(-c2cc(C(=O)NCc3cccnc3)c3cc(Br)ccc3n2)cc1
    -4, 4
C=CCn1c(=O)c2c(ncn2Cc2cccc(C)c2)n(-c2ccc(F)cc2)c1=O
    -2, 1
COc1ccc(N2CCN(c3nc(C(=O)N4CCCCC4)cs3)CC2)cc1
    -4, 19
CCOC(=O)[C@@H]1CSCCS(=O)(=O)N1C(=O)[C@H](C)NC(=O)OC(C)(C)C
    -3, -4
O=C(O)C1CSC(c2ccccc2C(F)(F)F)N1 (stereo unspecified)
    -6, 2
O=C(C(=NN=Cc1cccs1)c1ccccc1)c1ccccc1
    -8, x
COc1cc(-c2c(C#N)c(N)nc(SCC(=O)O)c2C#N)cc(OC)c1OC
    -2, -1
Cc1ccnc(N2CCCC(C(=O)NC3CCCCC3)C2)n1 (stereo unspecified)
    -1, -15
Cn1nc(COc2ccc(F)cc2)c2c1CCN(C(=O)Nc1ccc(F)cc1)C2
    0, 80*
COc1ccccc1-n1c(=O)c2c(n3cnnc13)-c1ccccc1CC21CCCCC1
    -1, 10

A portion of the results above, for reference:
The line under a structure holds: Pf apPOL inh, mHTT CaM bind
O=C(NCc1ccccn1)C(=O)Nc1cccc(Cl)c1Cl
    -3, -8
c1ccc2c(c1)CCC[C@H]2Nc1nc2ccccc2[nH]1
    -15, x
Cc1cc(C)nc(SCC(=O)Nc2ccc(S(=O)(=O)Nc3nccs3)cc2)n1
    0, 1
Cn1c2c(c(=O)[nH]c1=O)C(c1ccc([N+](=O)[O-])o1)C1=C(N2)c2ccccc2C1=O (stereo unspecified)
    -74, 6
Cc1cc(C)c2c(c1)OCN(Cc1ccc3c(c1)OCO3)C2
    -10, 4
Cc1ccc(NC(=O)c2ccc(Cn3cncn3)cc2)cc1F
    -2, -9

Continued.
The line under a structure holds: Pf apPOL inh, mHTT CaM bind
Cc1cc(C)c2c(N3CCSCC3)nc(C(=O)N(C)C)nc2n1
    -3, -9
COc1cc(OC)cc(-n2nc(C(=O)N3CCCc4ccccc43)c3ccccc3c2=O)c1
    2, 23
Cc1sc(NC(=O)COc2ccc(Cl)cc2)nc1-c1ccc2c(c1)NC(=O)CO2
    -7, 9
Cc1ccc(C)c(C(=O)N2CCC3(CC2)NC(=O)N(Cc2ccc(Cl)cc2)C3=O)c1
    -1, 44
COc1cc(/C=C2/C(=O)N(c3ccccc3)N=C2C)cc(OC)c1O
    -5, 52*
COc1ccc(CNC(=O)c2ccc3c(c2)OCO3)c(OC)c1
    -9, -8
COc1cc(NC(=O)NCC2(O)CCCC2)cc(OC)c1
    -2, -8
CC(=O)Nc1ccc(-c2noc(C3CCN(C(=O)c4ccc(Cl)cc4)CC3)n2)cc1
    -7, -4
O=C(Cn1c(-c2ccccc2Cl)nc2ccccc2c1=O)Nc1ccc(F)c(Cl)c1
    -4, 100*
O=S(=O)(Cc1ccccc1)NCCc1ccc(F)cc1
    -8, -7
O=C(CSc1nc2ccsc2c(=O)n1Cc1ccc2c(c1)OCO2)NCc1ccccc1
    -3, 1
CCCOc1ccc(-c2ccc(C#N)cc2)cc1
    4, -47
CC(C)=C1C2C=CC1C(C(=O)Nc1cc(C)ccc1C)C2C(=O)O (stereo unspecified)
    -5, 2
COc1cccc(CNC(=O)c2cn3cc(C)ccc3n2)c1
    -3, -3
O=[N+]([O-])c1ccc(Cc2ncccc2O)cc1
    -3, -5
Cc1cc(C)cc(S(=O)(=O)N2CCCC(C)(C(=O)NCc3ccccc3)C2)c1 (stereo unspecified)
    -7, 41
Cc1oc(C2CCN(S(=O)(=O)c3ccccc3F)CC2)nc1C(=O)N1CCOCC1
    -4, -3
CC1Oc2ccccc2OC1C(=O)Nc1sccc1C(N)=O (stereo unspecified)
    2, 8
O=C(Nc1cccc(C(F)(F)F)c1)c1ccc2snnc2c1
    -4, -2
CC(C)c1cc(C2CCCN2C(=O)Nc2ccc(F)c(Cl)c2)on1 (stereo unspecified)
    -1, -8

Next part.
The line under a structure holds: Pf apPOL inh, mHTT CaM bind
CCCc1ccc(S(=O)(=O)N2CCC(CN3CCCC(C)C3)CC2)cc1 (stereo unspecified)
    3, 0
Cc1cc(Cl)cc2c3c([nH]c12)CCC(NC(=O)CC1CC1)C3 (stereo unspecified)
    1, 90*
COc1ccc2nc(N=C(N)NC(=O)COc3ccc(Cl)cc3)nc(C)c2c1
    0, -3
COc1ccc(CNC(=O)N2CCC3(C2)C(=O)Nc2ccccc23)cc1 (stereo unspecified)
    -7, 5
O=S(=O)(c1ccc(F)cc1)N1CCSC1c1ccccc1Cl (stereo unspecified)
    6, -30
COCC1CCN(C(=O)c2cn3ccnc(-c4ccc(F)cc4)c3n2)CC1
    -2, -4
Cc1c(C)c(C)c(S(=O)(=O)N=C(N)N)c(C)c1C
    3, x
O=c1c2ccccc2nc(SCc2cccnc2)n1Cc1ccco1
    4, 0
Cc1cc(C)n2nc(SCC(=O)NCCc3ccccc3)nc2n1
    -11, 50
Cc1nc(C(=O)Nc2nnc(-c3ccccc3)s2)cc2c1[nH]c1ccccc12
    -4, 1
Cc1ccc(CN2C(=O)c3ccccc3C2C(=O)NCCCN2CC(C)CC(C)C2)cc1 (stereo unspecified)
    -13, 5
COC(=O)c1ccc(COc2cc(OCc3ccc(C(=O)OC)cc3)c3c(=O)cc(-c4ccccc4)oc3c2)cc1
    2, 1
CCOc1ccc(CN2CCCC2c2cc(C(C)C)no2)cc1 (stereo unspecified)
    -2, -13
COc1ccc(S(=O)(=O)CCc2nnc(NC(=O)c3ccc(OC)c(OC)c3)s2)cc1
    7, -2
O=[N+]([O-])c1cccc(CN2CCC(N3CCCCCC3)CC2)c1
    5, 2
CC(=O)N1c2ccccc2N(Cc2ccccc2)C(=O)C1(C)C
    -58, -6
O=C(c1ccoc1)N1CCN(c2[nH]ncc2-c2ccncc2)CC1
    -3, -7
Cc1cccc(OCC(=O)N2CCCCC2c2nncn2CC2CC2)c1 (stereo unspecified)
    -4, -7
C=CCCCOc1ccc(C(=O)O)cc1
    -1, 3
CC(C)NC(=O)C1COc2ccc(NC(=O)C(C)(C)C)cc2C1 (stereo unspecified)
    3, 0

Later entries
The line under a structure holds: Pf apPOL inh, mHTT CaM bind
O=C1OC(c2ccc([N+](=O)[O-])cc2)Sc2ccccc21 (stereo unspecified)
    -7, 3
O=C(CCC1CCCCC1)Nc1c2c(nn1-c1ccc(Cl)cc1)CS(=O)(=O)C2
    -3, 7
CCN(CC)c1nc(C)nc2sc(C(=O)Nc3ccc(C)c(F)c3)c(C)c12
    -2, 7
CC(C)(C)C(=O)Nc1c2c(nn1-c1ccc([N+](=O)[O-])cc1)CSC2
    -6, 30
c1ccc(CCN2CCC(N3CCCC3)CC2)cc1
    4, 0
COc1ccc2ncc(C#N)c(N3CCC(C(=O)Nc4cccc(F)c4)CC3)c2c1
    0, -8
Cc1ccc(NC(=O)NC2CCN(c3ccccc3C(=O)N(C)C(C)C)CC2)cc1
    -2, 18
Cc1nc2ccccc2n1C(=O)c1ccc(Cl)cc1
    -2, -1
CCCN1CCN(C(=O)CN2C(=O)C3CCCN3C(=O)c3cc(F)ccc32)CC1 (stereo unspecified)
    -9, -10
COc1cccc(N2CCN(Cc3cc[nH]c(=O)c3)CC2)c1
    1, -11
Cc1ccccc1-c1nc(C2CCN(S(=O)(=O)c3cccc(F)c3)CC2)no1
    -5, -14
Cc1cccc([C@H]2[C@@H]3C=CCC[C@@H]3C(=O)N2Cc2ccccc2)c1
    -12, 27
Cc1cc(NC(=O)C(=O)NCC(c2ccsc2)N2CCCC2)c2ccccc2n1 (stereo unspecified)
    1, -5
CCN(CC)C(=O)CSc1nc(C)cc(=O)[nH]1
    1, -3
COc1ccc(-c2noc(C3CCCN3C(=O)c3cccs3)n2)cc1 (stereo unspecified)
    -1, -4
CCOc1ccccc1Oc1c(C)oc2cc(OC(=O)C(C)(C)C)ccc2c1=O
    1, 0
CC(C)c1noc(C2CCCCN2CC(=O)Nc2ccccn2)n1 (stereo unspecified)
    -1, -3
Cc1ccc(-c2nc(C(=O)NCCC(C)C)c3n2CCCCC3)cc1
    2, 48
CNC(=O)C1=CCN(C(=O)c2ccc(F)cc2)CC1
    -3, -5
CCn1c(C2CCN(S(=O)(=O)Cc3ccc(F)cc3Cl)C2)nc2ccncc21 (stereo unspecified)
    -2, 9

Continued.
The line under a structure holds: Pf apPOL inh, mHTT CaM bind
N#CC1(C#N)[C@H](C(=O)c2ccc(F)cc2)C12CC[C@H]1COC2O1 (stereo partly specified)
    x, -3
CCOc1ccccc1C1Nc2ccccc2NC2=C1C(=O)CC(c1cccs1)C2 (stereo unspecified)
    -2, 23
COc1ccc(-c2ncc3c(n2)CCN(C(=O)Nc2ccccc2Cl)C3)cc1
    -5, -7
CCn1cc2c3c(cccc31)CN(C(=O)C(C)(C)C)CC2
    -4, 47
CC(Oc1ccc2c(c1)OC(=Cc1cccc(Cl)c1)C2=O)C(=O)O (stereo unspecified)
    -5, -1
COc1ccc(-n2c(N)c(C#N)c3nc4ccccc4nc32)cc1
    -1, -1
O=S(=O)(Nc1ccc(-c2ccc(N3CCOCC3)nn2)cc1)c1ccc2ccccc2c1
    5, 0
CC(C)CNC(=O)C1CCc2sc(C(=O)N3CCCCCC3)cc2C1 (stereo unspecified)
    -9, -1
COc1cc(OC)cc(-n2nc(C(=O)Nc3cccc(C(F)(F)F)c3)c3ccccc3c2=O)c1
    -2, 6
O=C1CCCc2oc3c(Br)cc(NS(=O)(=O)c4cccc([N+](=O)[O-])c4)cc3c21
    -2, 4
COc1ccc(CN2CCN(Cc3ccc(OC)c(OC)c3OC)CC2)cc1Br
    1, 7
CCOCC(=O)NC1CCCC(O)C1 (stereo unspecified)
    -7, -4
O=C(Cn1cc(COc2ccc3ccc(=O)oc3c2)nn1)c1ccc(O)cc1
    5, 7
CCc1nc(SCc2ccc(OC)cc2)n[nH]1
    4, 3
CN(C(=O)c1coc(=O)c2ccccc12)c1cccc(Cl)c1
    -1, 0
CCOC(=O)CC1(NC(=O)N2CCC(c3nc4cccnc4n3C)C2)CCCCC1 (stereo unspecified)
    -3, -2
CCc1nnc2n1N=C(c1ccc(Cl)c(Cl)c1)CS2
    1, 3
Cc1cccc(NC(=O)CN2C(=O)CC(c3ccccc3)=Nc3cccnc32)c1C
    2, 9
O=C(CSc1nc2ccc([N+](=O)[O-])cc2s1)Nc1ccccc1-c1ccccc1
    0, 20
CCCN(CCC)Cc1c(O)ccc2c1OC(=Cc1ccncc1)C2=O
    -6, 1

In another format: results already given
> COc1ccc(-c2ncc3c(n2)CCN(C(=O)Nc2ccccc2Cl)C3)cc1
- Pf apPOL inh: -5
- mHTT CaM bind: -7
> CCOc1ccccc1C1Nc2ccccc2NC2=C1C(=O)CC(c1cccs1)C2 (stereo unspecified)
- Pf apPOL inh: -2
- mHTT CaM bind: 23

Further entries:
The line under a structure holds: Pf apPOL inh, mHTT CaM bind
CCC(CC)C(=O)N1CCCC(C)(C(=O)NCc2ccccc2)C1 (stereo unspecified)
    -4, 0
CSc1nc(Nc2cccc([N+](=O)[O-])c2)cc(C(F)(F)F)c1C#N
    -4, x
Cc1c(Cl)cccc1N=Cc1nc(-c2ccccc2Br)oc1O
    12, -1
Clc1ccc(-c2csc(-c3cccnc3)n2)cc1
    -8&-6, -5
CSc1ccccc1NC(=O)c1ccc(S(=O)(=O)NCc2cccnc2)o1
    -8, -16
COc1cc(OC)c(CNC2CCCC2)cc1Br
    2, -3
CCc1nc(SCC(=O)c2ccc(Cl)cc2)n[nH]1
    0, 3
Cc1c(NC(=O)c2cccc(Br)c2)c(=O)n(-c2ccccc2)n1C
    -18, 20
CCOc1ccc2nc(CC#N)sc2c1
    -25, -3
O=C(Nc1ccc(F)cc1)c1cc(S(=O)(=O)NC2CCCC2)ccc1F
    36, 0
O=C1C(=Cc2ccc3c(c2)OCO3)Oc2c1ccc1c2CN(CC2CCCO2)CO1 (stereo unspecified)
    -16, 23
Cc1cccc(C(=O)Nc2c3c(nn2-c2cccc(C)c2C)CS(=O)(=O)C3)c1
    -7, 4
O=S(=O)(Cc1ccco1)Cc1nc(-c2ccc(Cl)cc2)cs1
    -10, x
COc1ccc(C2C(C#N)=C(N)OC3=C2C(=O)CCC3)cc1OC (stereo unspecified)
    -4, 1

Bioassay records as filed in PubChem BioAssay.
